Screening results (PubChem BioAssay)
Peg3 promoter: inhibitors of Peg3 promoter | HeLa PEG-Prom luciferase reporter, luminescence, overnight | inhibition, % at 20 µM | 360,000 compounds, 1.7% hits;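 active = inhibition of at least 50% at 20 µM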
HIF-2a block: blocks HIF-2a reporter activity. 786-0 RCC cells HIF-2a reporter, luciferase luminescence, overnight. inhibition, % at 18.8 µM. 360,000 compounds, 0.72% hits. AID 624352;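 active = inhibition of the luminescence signal of 40% or more relative to plate controls, in a single-dose primary screen at 18.75 µM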
KKLEB cytotox: reduces viability of KKLEB cystic fibrosis airway cells; AID 602141; 360,000 compounds, 0.36% hits; activity change (cytotoxicity), % at 5 µM; KKLEB CF airway cells viability, ATPlite luminescence, overnight; active compounds read low; cells stimulated with P. aeruginosa culture filtrate;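 active = corrected activity change at or below -50% at 5 µM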
CF NFkB inh: cystic fibrosis NF-kB activation inhibition; KKLEB NF-kB-GFP reporter, PAF-induced, GFP fluorescence overnight; inhibition, % at 5 µM; 360,000 compounds, 0.86% hits; AID 588850;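 active = at least 50% inhibition at 5 µM, scaled per plate between neutral and stimulator controls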;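 note: PAF is a Pseudomonas aeruginosa culture filtrate used as stimulus; plate controls were PAF-stimulated DMSO wells for no effect and unstimulated DMSO wells for full effect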
Shn3 3UTR inh: reduces Shn3 3'UTR luciferase signal in osteoblasts; Clone20 osteoblast Shn3 3'UTR firefly luciferase, 24 h; inhibition, % at 12.5 µM; 360,000 compounds, 0.52% hits; AID 588674;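 active = mean inhibition of at least 75% with every replicate also reaching 75%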;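 note: 0% = median of neutral control wells and 100% = pilot-screen positive control compound; some compounds past the cut are filed as inactive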
NR2E3 ag-1: activates human NR2E3 receptor. 360,000 compounds, 0.35% hits. inhibition of corepressor binding, % at 3.98 µM. CHO-S Gal4-NCOR/VP16-NR2E3 two-hybrid, luciferase. AID 602229;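 active = inhibition above the mean of all tested compounds plus 3 SD, cut at about 70% in these data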;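 note: 0% = DMSO with NR2E3 transfected cells and 100% = cells lacking NR2E3 construct; higher means lower luciferase signal from less NR2E3 corepressor binding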
Target sequence (Q9Y5X4 whole entry, looked up, the tested form may be a part): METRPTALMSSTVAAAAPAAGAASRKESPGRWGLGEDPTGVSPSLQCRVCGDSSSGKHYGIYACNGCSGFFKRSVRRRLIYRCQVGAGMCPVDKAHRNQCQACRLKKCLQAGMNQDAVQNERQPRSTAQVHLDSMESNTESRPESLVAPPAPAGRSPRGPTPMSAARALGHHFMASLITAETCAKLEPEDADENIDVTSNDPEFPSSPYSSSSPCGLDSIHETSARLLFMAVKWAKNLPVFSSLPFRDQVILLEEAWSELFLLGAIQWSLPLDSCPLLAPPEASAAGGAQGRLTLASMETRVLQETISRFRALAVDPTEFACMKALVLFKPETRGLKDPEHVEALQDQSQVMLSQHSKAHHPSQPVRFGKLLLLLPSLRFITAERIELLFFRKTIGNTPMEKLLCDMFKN
TROY signal inh: TROY signaling inhibition; Q293 LMP1-TROYcd NF-kB luciferase reporter, 4 h; 360,000 compounds, 0.98% hits; inhibition, % at 10 µM; AID 1347056;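 active = compounds whose plate-normalised and pattern-corrected inhibition of the luciferase reporter signal at the single screening dose is 50% or more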
TRAIL sens C8: sensitizes caspase-8 expressing cells to TRAIL | NB7+C8 cells + TRAIL, ATPlite viability luminescence | inhibition (viability loss, TRAIL sensitization), % at 10 µM | 360,000 compounds, 1% hits | AID 624354;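 active = compounds causing at least 50% loss of cell viability in the single-dose screen, relative to plate controls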
NR2E3 ag-2: NR2E3 (human) agonism; 320,000 compounds, 0.12% hits; inhibition of corepressor binding, % at 4.78 µM; AID 2300; Q9Y5X4; GST-NR2E3/biotin-RetCOR TR-FRET, 1536-well;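 active = percent inhibition above the cutoff of mean plus 3 SD of all tested compounds, set per screening campaign, cut at about 20% in these data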;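 note: 0% = DMSO wells and 100% = biotin wells as full block of FRET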
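System: GST-tagged NR2E3 plus biotinylated RetCOR corepressor; Amount: 1.35 nM GST-tagged NR2E3 final; Dosing: single nominal compound dose of 4.8 µM; Schedule: 5 h incubation at 4 °C; Technique: TR-FRET with europium anti-GST and streptavidin-D2, 340 nm excitation; Controls: biotin wells as high control, 0.6% DMSO wells as low control.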
MITF TRPM1 inh: inhibitors of MITF-driven TRPM1 promoter in melanoma cells; SK-MEL-5 TRPM1 promoter luciferase, 24 h; inhibition, % at 12.5 µM; 330,000 compounds, 0.83% hits;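 active = mean inhibition across replicates of 60% or more, whatever share of single replicates reaches that level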; note: values of inactives mirror those of a sister screen read the other way
TWEAK Fn14 block: TWEAK-Fn14 signaling inhibition. 360,000 compounds, 2% hits. AID 1159606. TWEAK-stimulated Fn14 reporter cells, luciferase luminescence, 8 h. inhibition, % at 10 µM; in the data active = inhibition above about 50%
Active calls of the source: *; nt = no result given; & = joins results of further samples.

Every second line gives: Peg3 promoter | HIF-2a block | KKLEB cytotox | CF NFkB inh | Shn3 3UTR inh | NR2E3 ag-1 | TROY signal inh | TRAIL sens C8 | NR2E3 ag-2 | MITF TRPM1 inh | TWEAK Fn14 block
CC(=O)c1cccc(Nc2nc(-c3cccc([N+](=O)[O-])c3)cs2)c1
 : -191 | -196 | 4 | -48 | -58 | -75 | -24 | 21 | 2 | -70 | 39
CCCN(CCC)S(=O)(=O)c1ccc(NS(=O)(=O)c2ccc(F)cc2)cc1
 : 18 | -4 | -1 | -1 | 8 | 25 | -9 | 6 | -2 | 9 | 18
CC(C)Oc1ccc(CCc2nnc(SCC(=O)O)n2-c2ccccc2)cc1
 : 2 | 16 | -1 | 3 | -11 | -22 | -7 | -4 | 3 | 3 | 1
O=C(Nc1nncs1)c1c(F)c(F)c(F)c(F)c1F
 : -6 | 22 | -5 | 5 | 9 | -11 | 2 | 13 | -3 | 4 | -12
O=C(C1=C(O)C(=O)N(CCN2CCOCC2)C1c1ccccn1)c1cccs1 (stereo not drawn)
 : -5 | -31 | -4 | -2 | 21 | -36 | -7 | -15 | -2 | 10 | 42
O=C(C1CCN(S(=O)(=O)c2cccs2)CC1)N1CCN(c2ccccc2)CC1
 : -4 | -3 | 5 | -4 | -10 | 26 | -28 | 2 | 1 | 4 | -3
O=C(Nc1cccc(-c2csc(Nc3cccc(C(F)(F)F)c3)n2)c1)c1ccccc1
 : 37 | -6 | -5 | 23 | 5 | 0 | -3 | 20 | -3 | 9 | 43
COC(=O)c1c(NC(=O)c2cccs2)sc2c1CCCC2
 : -105 | -185 | -5 | 2 | -30 | -42 | -28 | 16 | 0 | -25 | -3
Cc1cccc(Cc2nnc(CCC(=O)N3CCCC(CN4CCOCC4)C3)o2)c1 (stereo not drawn)
 : 10 | -2 | -5 | 6 | -11 | 4 | -9 | -1 | -3 | -13 | 7
Cc1cc(C)n(Cc2ccc(C(=O)Nc3cccc(Br)c3)o2)n1
 : -59 | -53 | -3 | 17 | -3 | -8 | -40 | 9 | 3 | -17 | -10
CC(C)c1cc(NC(=O)CSc2nnc(-c3ccccc3F)n2C)on1
 : 2 | 11 | -10 | 5 | 8 | -7 | 4 | -4 | -2 | 14 | 18
Cc1nc2ccc(S(=O)(=O)NC(C(=O)NC3CCCC3)C(C)C)cc2s1 (stereo not drawn)
 : -5 | 2 | 1 | 2 | -8 | 6 | -14 | 0 | -2 | 5 | -7
COCCNC(=S)N(CCc1c(C)[nH]c2ccc(C)cc12)Cc1cc(OC)c(OC)c(OC)c1
 : 37 | 20 | -7 | 13 | 7 | -7 | 6 | 10 | 3 | nt | -21
C[C@H](NS(=O)(=O)c1ccc(Cl)c(Cl)c1)C(=O)OCc1cc(=O)n2cc(Br)ccc2n1
 : -9 | 23 | -4 | 19 | -27 | -29 | 17 | 5 | 2 | 4 | 6
CC(C)c1ccc(/C=c2\sc3n(c2=O)C(N)=C(C#N)C(c2ccc(C(C)C)cc2)C=3C(N)=O)cc1 (stereo not drawn)
 : -18 | -13 | 9 | 6 | 4 | -11 | -15 | 63* | nt | 41 | -19
O=C(NCCCO)c1ccc2[nH]c3c(c2c1)CCCC3
 : -57 | -78 | 5 | 15 | -2 | -52 | -6 | 9 | -3 | 9 | -31
Cn1ccnc1-c1nnn(-c2ccc(Cl)c(Cl)c2)n1
 : -5 | 11 | -4 | 7 | 5 | 9 | 2 | -22 | 1 | -1 | 9
O=C(CCn1c(=O)c2cccn2c2cccnc21)N1CCN(c2cccc(Cl)c2)CC1
 : 1 | 19 | -6 | 9 | 0 | -3 | -3 | 15 | 1 | -16 | -12
CN(Cc1nc2ccccc2c(=O)[nH]1)c1ccccc1
 : -19 | -85 | 6 | -12 | -18 | -39 | -4 | -10 | 0 | -3 | -16
Cc1ccc(-c2cc(C(=O)Nc3ccc(S(=O)(=O)Nc4onc(C)c4C)cc3)c3ccccc3n2)cc1
 : 2 | -16 | 6 | -27 | -6 | -20 | 27 | -4 | 2 | -17 | 11
Cc1nc(NC(=O)C2CCCCC2C(=O)O)sc1C (stereo not drawn)
 : 9 | -7 | 23 | -8 | -18 | 14 | -14 | 0 | 5 | -1 | 2
Cc1ccc(S(=O)(=O)N2CCN(C(=O)COC(=O)c3cncc(Br)c3)CC2)c(C)c1
 : 14 | -6 | -16 | 30 | 14 | -41 | 8 | 4 | nt | 3 | 9
Cc1cc(=O)oc2c1c(C)nn2-c1cccc(Cl)c1
 : 0 | -11 | 7 | -25 | 6 | 14 | -11 | 8 | 2 | 15 | 3
Cc1ccc(N2CC(C(=O)Nc3ccncc3)CC2=O)cc1 (stereo not drawn)
 : 6 | 14 | -2 | 26 | 10 | 10 | 0 | 21 | 0 | 11 | 2
COc1ccc(-c2nn(-c3ccccc3)cc2CNC[C@H]2O[C@@H](n3cnc4c(=O)[nH]c(N)nc43)[C@H](O)[C@@H]2O)cc1
 : 3 | 3 | -4 | -30 | -1 | 1 | -24 | -5 | nt | nt | 7
CC(=O)Nc1c([N+](=O)[O-])cc2[nH]c(=O)[nH]c2c1[N+](=O)[O-]
 : 5 | 13 | -1 | 1 | 6 | 15 | -7 | 6 | -1 | 1 | 2
CCN(CC)S(=O)(=O)c1cccc(-c2nnc(SCC(=O)c3cc(C)n(C4CC4)c3C)o2)c1
 : 16 | 10 | -3 | -4 | 2 | -48 | 12 | 5 | 2 | 10 | 0
CCOC(=O)N1CCC(NC(=O)C(NS(=O)(=O)c2cccc3nsnc23)c2ccccc2)CC1 (stereo not drawn)
 : 11 | 14 | -2 | 6 | 51 | -1 | 15 | 4 | 4 | 1 | -1
Cc1ccc(-c2nn(C)c(=O)c3ccccc23)cc1CNS(C)(=O)=O
 : -61 | -4 | 0 | -19 | 19 | -38 | -65 | 7 | -1 | 3 | -34
O=C(Nc1cc([N+](=O)[O-])ccc1O)c1ccc2c(c1)C(=O)N(Cc1ccco1)C2=O
 : 4 | 2 | 15 | -14 | -3 | -6 | -10 | -12 | 7 | -5 | -10

A second format for some results above.
SMILES,Peg3 promoter,HIF-2a block,KKLEB cytotox,CF NFkB inh,Shn3 3UTR inh,NR2E3 ag-1,TROY signal inh,TRAIL sens C8,NR2E3 ag-2,MITF TRPM1 inh,TWEAK Fn14 block
Cc1ccc(S(=O)(=O)N2CCN(C(=O)COC(=O)c3cncc(Br)c3)CC2)c(C)c1,14,-6,-16,30,14,-41,8,4,nt,3,9
Cc1cc(=O)oc2c1c(C)nn2-c1cccc(Cl)c1,0,-11,7,-25,6,14,-11,8,2,15,3

The results go on.
Every second line gives: Peg3 promoter | HIF-2a block | KKLEB cytotox | CF NFkB inh | Shn3 3UTR inh | NR2E3 ag-1 | TROY signal inh | TRAIL sens C8 | NR2E3 ag-2 | MITF TRPM1 inh | TWEAK Fn14 block
CC(C)Oc1ccc(C(=O)CCN2CCCCC2)cc1
 : -10 | 10 | -6 | 19 | 15 | -16 | -19 | -25 | -1 | -3 | -1
Cc1ccccc1P(=O)(CO)c1ccccc1C
 : 9 | 17 | -11 | -5 | -12 | 11 | 8 | -11 | -3 | 8 | 5
O=C(Nc1ccc(S(=O)(=O)Nc2nccs2)cc1)c1ccc(F)c(S(=O)(=O)N2CCOCC2)c1
 : 13 | 2 | 2 | -8 | nt | -16 | 1 | -13 | 0 | 16 | 7
COC(=O)c1ccsc1NC(=O)CN1C(=O)CCC1=O
 : 3 | 11 | 0 | 12 | 8 | -20 | -3 | 5 | 5 | -4 | 3
CCc1nc(N[C@@H](Cc2c[nH]c3ccccc23)C(=O)O)c2oc3ccccc3c2n1
 : 3 | 7 | -3 | 2 | -5 | -11 | -20 | 2 | 2 | 12 | 23
O=S(=O)(Nc1nc2ccccc2nc1N1CCN(CCO)CC1)c1cc(F)ccc1F
 : 10 | 12 | 2 | -1 | 0 | 5 | -3 | 9 | -1 | 14 | -22
O=C(O)CSCC(=O)Nc1ccc(Cl)cc1C(F)(F)F
 : 8 | 17 | 6 | -16 | 0 | -33 | 3 | 4 | 2 | -9 | -49
COc1ccc2c(C(=O)CN3CCSCC3)c[nH]c2c1
 : -55 | -133 | -2 | 5 | -19 | -25 | 8 | -3 | -2 | -15 | 11
CNc1snc(C)c1C(=O)OC(C)C(=O)Nc1ccc(F)cc1 (stereo not drawn)
 : 1 | 14 | -3 | 15 | 28 | -35 | 9 | 0 | 3 | 23 | 7
O=CNC(n1cnc2c(N3CCOCC3)ncnc21)C(Cl)(Cl)Cl (stereo not drawn)
 : 11 | 18 | 8 | -12 | nt | -32 | 2 | -3 | 1 | 0 | 4
Cc1nn(CC(=O)N(C)C2(C#N)CCCCC2)c(C)c1[N+](=O)[O-]
 : 8 | 7 | 8 | 13 | -7 | 3 | 8 | 0 | 1 | -6 | -17
Cc1ccc2c(c1)C1(C(=O)N2)N2CCCC2C(C(=O)c2ccc3ccccc3c2)C12C(=O)Nc1ccccc12 (stereo not drawn)
 : -83 | -294 | -5 | 3 | -24&-57 | -59 | -9 | 12 | nt | -15 | -15
CCOC(=O)CSc1nc(N)c(C#N)c(-c2ccc(OC)cc2)c1C#N
 : -1 | 22 | 8 | -10 | 5 | -21 | 0 | -19 | 1 | 4 | 17
Cc1cc(OCC(=O)c2ccc(C(F)(F)F)cc2)n2cnnc2n1
 : 8 | 14 | -3 | 9 | 6 | 4 | 4 | 2 | 2 | 7 | -10
COC(=O)C1=CN(Cc2ccc(C)cc2)C=C(C(=O)OC)C1c1ccc(F)c(F)c1
 : 35 | 6 | -13 | 8 | 7 | -26 | 7 | -4 | -1 | 12 | 11
CCOCCCNC(=O)c1cccc(NC(=O)C2=C(C)OCCS2)c1
 : 12 | 7 | 2 | 14 | 9 | -7 | 11 | 25 | 0 | 11 | 10
CCc1cc2c(SCC(=O)Nc3cc(C)on3)ncnc2s1
 : 14 | 9 | 5 | -4 | -1 | -37 | 2 | -5 | 0 | 4 | -8
CCOc1ncccc1C(=O)Nc1cccc(-c2nc3cccnc3s2)c1
 : -13 | -35 | -14 | 22 | -13 | -27 | -6 | 10 | 3 | -7 | -10
COc1ccc(S(N)(=O)=O)cc1C(=O)OCC(=O)NC(C)(C#N)C1CC1 (stereo not drawn)
 : -4 | -2 | 4 | 2 | -6 | -3 | 3 | 11 | 3 | -3 | 0
COc1ccccc1OCc1csc(NC(=O)c2ccco2)n1
 : -208 | -129 | 3 | -6 | -45 | -73 | -64 | -6 | 1 | -64 | -21
O=C1c2ccccc2C(=O)N1CCSc1ccccc1
 : -291 | -285 | 24 | -17 | -39 | -125 | -79 | 6 | -2 | -47 | -8
COc1ccc(N(Cc2cc3cccc(C)c3[nH]c2=O)C(=O)C2CCCO2)cc1 (stereo not drawn)
 : 15 | 3 | 8 | -25 | 3 | 14 | 9 | 12 | -2 | 5 | -2
CCN(CC)C(=O)c1[nH]cnc1C(=O)Nc1cccc(Cl)c1
 : -5 | 5 | 5 | -9 | -12 | -24 | 1 | -1 | 0 | 1 | 3
Cc1cc(OC(=O)c2ccc(Cl)cc2)cc(=O)n1C
 : 5 | 13 | -1 | -10 | -7 | 9 | 34 | -14 | -1 | 7 | 18
Cc1csc(SCC(=O)Nc2cc([N+](=O)[O-])ccc2F)n1
 : -28 | -17 | -1 | -13 | -2 | 9 | 2 | 11 | 3 | -8 | -18

An excerpt; the hit share may differ from the screen's.
